# TNAP inh no acc: blocks human TNAP activity with no phosphate acceptor present. inhibition, % at 20 µM. actives 0.26% (n = 200,000). P05186. AID 1012. purified TNAP, CDP-star luminescence, 30 min;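 active = tissue-nonspecific alkaline phosphatase inhibition above about 50% at 20 µM in the single-dose screen, limit read from the data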;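 note: 0% = DMSO negative control and 100% = EDTA positive control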
# PMI act: activators of human phosphomannose isomerase. activation factor at 20 µM. actives 0.005% (n = 190,000). AID 1214. P34949. purified human PMI, coupled resazurin fluorescence, 20 min; stronger effect = higher value; 1 = vehicle control, 0 substrate-free wells;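 active = activation factor of 2 or more at 20 µM, relative to plate controls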
# Target sequence (P34949 whole entry, looked up): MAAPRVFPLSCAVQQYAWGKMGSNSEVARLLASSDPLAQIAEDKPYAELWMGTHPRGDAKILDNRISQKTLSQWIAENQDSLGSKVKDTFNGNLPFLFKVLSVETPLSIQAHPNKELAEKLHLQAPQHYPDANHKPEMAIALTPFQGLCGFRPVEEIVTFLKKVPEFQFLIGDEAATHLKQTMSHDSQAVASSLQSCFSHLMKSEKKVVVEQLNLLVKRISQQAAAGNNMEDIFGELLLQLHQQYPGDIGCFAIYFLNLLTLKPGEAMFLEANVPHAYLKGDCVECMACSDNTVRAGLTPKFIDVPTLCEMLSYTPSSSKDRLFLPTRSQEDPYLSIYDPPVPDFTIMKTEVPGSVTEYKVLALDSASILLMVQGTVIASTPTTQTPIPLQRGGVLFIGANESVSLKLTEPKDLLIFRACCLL
# Diaph act CS: counter-screen for diaphorase-based assays: diaphorase activators and chemical reducers; AID 1229; activation factor at 20 µM; actives 0.005% (n = 190,000); Diaphorase/resazurin coupled assay, resorufin fluorescence, 16 min; stronger effect = higher value; 1 = vehicle wells, 0 = NADH-free wells;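 active = diaphorase activity raised at least twofold by the compound at 20 µM; inactive = activation factor below 2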
#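 test system = bacterial diaphorase enzyme (C. kluyveri) | quantity = enzyme 0.07 U/mL final | reagent = NADH substrate 0.114 mM plus resazurin dye 0.1 mM, final | incubation = 16 min enzyme reaction, ambient temperature | buffer or medium = HEPES pH 7.4 buffer with MgCl2 and Tween 20 | signal = fluorescence of resorufin, 544 nm excitation, 590 nm emission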
# Diaphorase inh: counter-screen for diaphorase-based assays: diaphorase inhibitors and chemical oxidizers. actives 0.69% (n = 190,000). inhibition, % at 20 µM. AID 1217. diaphorase resazurin-to-resorufin fluorescence, NADH, 16 min; bacterial (C. kluyveri) enzyme, not human;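 active = primary screen inhibition at 20 µM above a set limit, cut at about 50% in these data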;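 note: plate controls were DMSO with full reaction for no effect and wells lacking NADH for full effect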
#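 Benchmarks: positive control wells lacking NADH, neutral wells with DMSO only. System: bacterial diaphorase enzyme (C. kluyveri). Input: 0.14 U/mL diaphorase, enzyme working solution. Detection: resorufin fluorescence, excitation 544 nm, emission 590 nm. Times: 16-min room-temperature incubation before reading.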
# TNAP act hi DEA: increases human TNAP activity under high phosphate acceptor concentration | P05186 | purified TNAP, CDP-star luminescence, 1 M DEA, 30 min; stronger effect = higher value; 0 = EDTA background, 1 = DMSO-only activity | activation factor at 20 µM | 200,000 tested, under 10 active;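 active = activation factor at least 2 at 20 µM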
#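 Control set: EDTA negative control, DMSO positive control / Assay system: human TNAP / Quantity: TNAP 1/800 final / Evaluation: TNAP activation factor scaled between EDTA and DMSO control wells / Measured by: luminescent substrate turnover signal / Compound dosing: one dose, 20 µM / Times: 30 min enzyme reaction at room temperature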
# FLuc act counter: firefly luciferase counter-screen for stimulation assays; P08659; ATPlite luciferase biochemical, luminescence, 10 min; 0 = ATP-free wells, 1 = DMSO control; activation factor at 10 µM; 200,000 tested, under 10 active;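 active = luciferase activation factor, scaled between plate controls, of at least 2 with compound at 10 µM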
# Target sequence (P08659 whole entry, looked up): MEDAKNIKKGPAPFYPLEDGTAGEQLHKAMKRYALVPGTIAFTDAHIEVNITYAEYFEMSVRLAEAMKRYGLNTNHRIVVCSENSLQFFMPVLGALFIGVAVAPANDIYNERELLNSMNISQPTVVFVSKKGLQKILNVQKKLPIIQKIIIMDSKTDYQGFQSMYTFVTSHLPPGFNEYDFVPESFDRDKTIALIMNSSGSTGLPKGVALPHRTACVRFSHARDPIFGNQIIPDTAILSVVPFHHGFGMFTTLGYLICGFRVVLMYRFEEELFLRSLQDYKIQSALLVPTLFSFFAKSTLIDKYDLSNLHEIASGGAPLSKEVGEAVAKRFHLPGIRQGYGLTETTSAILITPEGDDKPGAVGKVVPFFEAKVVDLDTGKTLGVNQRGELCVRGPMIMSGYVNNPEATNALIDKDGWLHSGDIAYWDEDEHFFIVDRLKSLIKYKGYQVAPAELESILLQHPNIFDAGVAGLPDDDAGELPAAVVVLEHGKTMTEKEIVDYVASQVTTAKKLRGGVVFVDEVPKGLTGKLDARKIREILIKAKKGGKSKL
#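 Assay system: Luciferase/luciferin detection reagent, cell-free biochemical luciferase assay / Also added: ATP substrate / Schedule: 10 min at ambient temperature / Measured by: luminescence measurement of luciferase light output / Benchmarks: low control with PBS replacing ATP, high control enzyme plus ATP without compound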
# HMGR II inh: inhibitors of class II HMG-CoA reductase from Enterococcus faecalis. purified E. faecalis HMGR, NADPH absorbance 340 nm kinetic. inhibition, % at 10 µM. actives 0.41% (n = 190,000);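 active = inhibition above a set limit, the median over all tested compounds plus 3 SD, cut at about 9.5% in these data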;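 note: enzyme runs in reverse so mevalonate oxidation gives rising NADPH absorbance; 0% = complete reaction with DMSO and 100% = background rate lacking mevalonate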
# G6PDH counter: counter-screen for G6PDH assay hits: L. mesenteroides G6PDH inhibition; inhibition, % at 5 µM; AID 1020; actives 0.12% (n = 200,000); Purified L. mesenteroides G6PDH, diaphorase/resazurin coupled fluorescence, 45 min; in the data active = inhibition above about 50%
# TNAP inh hi DEA: blocks human TNAP under high phosphate acceptor concentration; inhibition, % at 20 µM; purified TNAP, CDP-star luminescence, 1 M DEA; actives 0.03% (n = 200,000); AID 1135;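 active = over 50% inhibition of tissue-nonspecific alkaline phosphatase at 20 µM in the single-dose screen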;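 note: plate controls were DMSO wells for no effect and EDTA-quenched wells as full inhibition for full effect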
# PMI act satM6P: PMI (human) activation, high substrate; activation factor at 20 µM; coupled PMI enzyme assay, resazurin fluorescence, 20 min; stronger effect = higher value; 1 = untreated enzyme, 0 = substrate-free blank; actives 0.34% (n = 190,000); P34949;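 active = activation factor of 2 or more at 20 µM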
#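 Test system: human PMI in coupled enzyme assay; Input: PMI at 15 ng/mL final; Medium: HEPES buffer, pH 7.4; Schedule: 20 min incubation at room temperature; Technique: resorufin fluorescence at Ex 544/Em 590 nm; Compound: 20 µM single dose; Probe or stimulus: Near-saturating mannose-6-phosphate, 1.0 mM.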
# An asterisk follows results filed as active; / = no result given.
# Results follow in this order: TNAP inh no acc, PMI act, Diaph act CS, Diaphorase inh, TNAP act hi DEA, FLuc act counter, HMGR II inh, G6PDH counter, TNAP inh hi DEA, PMI act satM6P
COc1ccc(OC)c(C(c2nnnn2CC2CCCO2)N2CCN(C)CC2)c1 (stereo unspecified)
    -5, 0.9, 0.9, 9, 1, 1, -1, 7, -3, 1.1
Cc1ccc(CN2CCN(Cc3cnc(N(C)C)s3)CC2CCO)o1 (stereo unspecified)
    -8, 0.9, 0.9, 5, 1, 1.1, -2, 9, -4, 0.9
Cc1cccc(NS(=O)(=O)c2ccc(C)c(C(N)=O)c2)c1
    -8, 1, 1, 2, 1.1, 1.1, -4, 4, -5, 1
Oc1ccc(N=Nc2c(O)ccc3ccccc23)cc1
    34, 0.8, 0.7, 26, 0.6, 1, -3, -16, 44, 0.8
Cc1cc(C)nc(NS(=O)(=O)c2ccc(NC(=O)Cc3ccccc3)cc2)n1
    -5, 1.2, 1, 4, 1, 1, 5, 2, -2, 1.1
CCCC(N)CCCCCC(=O)O (stereo unspecified)
    -9, 1, 1.1, -10, 1, 1, -1, 4, -3, 1.1
CCC(c1nnnn1CCOC)N1CCN(Cc2ccccc2)CC1 (stereo unspecified)
    -12, 0.9, 0.9, 11, 1, 1, -7, 10, 1, 1
Nc1nc(-c2cccnc2)nn1C(=O)c1ccco1
    -6, 0.9, 1, 4, 1, 1, -1, 6, -5, 1
O=C(O)c1cccc(CN2C(=O)CSC2=O)c1
    -16, 1, 0.9, 10, 1.1, 1, -3, 13, -5, 0.9
Cc1cc(C)nc(SCC(=O)Nc2ccnc3ccccc23)n1
    4, 1, 1, 1, 1, 1, 0, 10, 4, 1

# Remaining list, next part
# Results follow in this order: TNAP inh no acc, PMI act, Diaph act CS, Diaphorase inh, TNAP act hi DEA, FLuc act counter, HMGR II inh, G6PDH counter, TNAP inh hi DEA, PMI act satM6P
CC1(C)CC[C@]2(C(=O)O)CC[C@]3(C)C(=CCC4[C@@]5(C)CC[C@H](O)C(C)(C)C5CC[C@]43C)C2C1 (stereo partly specified)
    4, 1.2, 1, -4, 0.9, 1.1, 1, 12, 5, 1.2
CCOc1cc(C)c(C(C)C)cc1S(=O)(=O)n1cnc(C)c1
    0, 1, 0.9, 6, 1, 1, 0, 6, -2, 1
OC(C#Cc1ccccn1)c1cccs1 (stereo unspecified)
    -7, 1.2, 1, 0, 1, 0.9, -4, 11, -4, 1.5
FC(F)Sc1ccc(N=C2NN=C(c3ccc4c(c3)OCCO4)CS2)cc1
    -9, 1, 0.9, 10, 1, 1.1, -4, -1, -4, 1.1
O=c1oc2c(CN3CCOCC3)c(O)ccc2c2ccccc12
    -6, 0.9, 0.9, 13, 1, 1, -12, 8, -1, 1
C=CCOc1ccc(CN(C)CC(=O)N(CC(C)C)c2c(N)n(CC(C)C)c(=O)[nH]c2=O)cc1
    -6, 0.8, 0.8, 17, 1, 1, -2, 6, 4, 0.8
COc1cc(C(=O)OC2CSCC2NC(=O)c2ccccc2)cc(OC)c1OC (stereo unspecified)
    -12, 1, 0.8, 19, 1.1, 1, -4, 6, -8, 0.9
Cn1cnnc1SC/C(O)=C(\C#N)c1nc2ccccc2[nH]1
    -8, 0.9, 0.9, 8, 1, 1, 0, -8, 2, 1
O=C(CN(c1ccccc1)S(=O)(=O)c1ccccc1)N1CCOCC1
    -10, 1, 0.9, 7, 1.1, 1.1, 0, 7, -6, 1
CCN(Cc1ccccc1)C(=O)COc1cc(=O)n(CC)c2ccccc12
    -3, 1, 1, 1, 1, 1, -12, 2, 1, 1

# Next part.
# Results follow in this order: TNAP inh no acc, PMI act, Diaph act CS, Diaphorase inh, TNAP act hi DEA, FLuc act counter, HMGR II inh, G6PDH counter, TNAP inh hi DEA, PMI act satM6P
CCOCCCNc1nc2nc3ccc(C)cn3c(=O)c2cc1C(=O)NCC1CCCO1 (stereo unspecified)
    -8, /, /, /, 1.1, 1, -1, 6, -5, /
Cc1ccc(OCC2Cn3c(nc4c3c(=O)n(C)c(=O)n4C)O2)cc1 (stereo unspecified)
    -13, 1, 0.9, 13, 1, 1.1, -5, 3, -4, 1
O=C(Nc1cccnc1)c1noc2c1CCCC2
    -11, 0.9, 0.8, 16, 1, 0.8, 4, 12, -4, 1
Cc1cccc(OCC(=O)Nc2ccc(C(=O)c3ccc(C(=O)O)cc3)cc2)c1
    -4, 1, 1, 5, 1, 1, -5, 3, -1, 1
CCOC(=O)C1CCN(C(c2cccnc2)c2c(NC(=O)c3ccco3)sc(C)c2C)CC1 (stereo unspecified)
    14, 1, 0.9, 5, 1, 1, -6, 4, 0, 1
CC(C)CC(=O)N(Cc1ccc(F)cc1)C1CCS(=O)(=O)C1 (stereo unspecified)
    -7, 1, 1, 4, 1.1, 1, -2, 7, -6, 1
CC(=O)NCc1ccc(S(=O)(=O)N/N=C/c2ccc(Br)cc2)cc1
    -13, 1, 0.9, 6, 1, 1, 2, 13, 0, 1
CN(C(=O)CSc1nc2c(c(=O)[nH]1)CCC2)c1ccccc1
    -14, 0.9, 0.9, 8, 1, 1, -2, 7, -4, 0.9
COC(=O)c1ccc(C(C(=O)NC2CCCCC2)N(Cc2ccc(F)cc2)C(=O)Cc2cccs2)cc1 (stereo unspecified)
    -29, 0.9, 0.9, 9, 0.9, 1, -4, 3, 8, 1
CC(C)CCOc1ccc(Cl)cc1CN1CCOCC1
    -9, 0.9, 0.8, 19, 1.1, 1, 3, 2, -6, 0.9

# Later entries.
# Results follow in this order: TNAP inh no acc, PMI act, Diaph act CS, Diaphorase inh, TNAP act hi DEA, FLuc act counter, HMGR II inh, G6PDH counter, TNAP inh hi DEA, PMI act satM6P
COCCn1c(SCC(=O)c2ccc(Cl)cc2)nnc1C(C)C
    -17, 1.4, 0.9, 15, 1.1, 1.1, 1, 6, -9, 1.4
CCC(=O)N1c2ccccc2-c2nnc(SC)nc2OC1c1ccc(OC)c(OC)c1 (stereo unspecified)
    -14, 1, 0.8, 16, 1.1, 1.1, 5, -3, -7, 1
C/C(Cl)=C/CSc1nn2c(=O)c3ccccc3nc2s1
    -3, 0.9, 0.8, 16, 1.1, 0.8, -3, -2, -7, 1
c1cc(CNc2ccc3c(c2)OCO3)ccn1
    -5, 0.7, 0.7, 32, 1, 1, -3, -28, -2, 0.7
CC(=O)Nc1cc2c(ccc3ccccc32)oc1=O
    -13, 1.1, 1, 1, 1.1, 1, -4, 2, -5, 1
Fc1ccc(C2CC(c3ccc(F)cc3)n3ncnc3N2)cc1 (stereo unspecified)
    -5, 1, 0.9, 7, 1.1, 1, 0, 7, -6, 0.9
O=c1cc(-c2ccccc2)nc2nc(CCc3ccccc3)[nH]n12
    -13, 1, 1, 2, 1, 1, 1, -4, -2, 1
CCCN1C(=O)c2ccccc2NC1c1ccc(C)cc1 (stereo unspecified)
    -17, 1, 0.9, 12, 1, 1, -6, 6, 0, 1
Cc1cc(C)c(O)c(-c2cc(C(=O)NCc3ccccc3)[nH]n2)c1
    -19, 0.9, 0.8, 21, 1, 1.1, -1, -2, -4, 1
O=C(Nc1ncc(C(F)(F)F)cc1Cl)C1COc2ccccc2O1 (stereo unspecified)
    -7, 0.9, 1, 4, 1, 1, -3, 5, 0, 1

# Continued:
# Results follow in this order: TNAP inh no acc, PMI act, Diaph act CS, Diaphorase inh, TNAP act hi DEA, FLuc act counter, HMGR II inh, G6PDH counter, TNAP inh hi DEA, PMI act satM6P
O=C(Cn1cccc1C(=O)c1ccccc1)NCc1ccccc1
    -11, 0.9, 0.9, 13, 1, 1, -5, 12, -4, 0.9
CCOC(=O)CSc1nc2c(c(=O)[nH]c(=O)n2C)n1CCc1ccccc1
    1, 0.9, 0.8, 20, 1, 1, -10, 5, -3, 0.9
N/C(=N\OC(=O)Cc1ccccc1[N+](=O)[O-])c1ccccn1
    -8, 0.9, 0.9, 9, 1.1, 1, 2, 21, -6, 0.9
COc1cccc(-c2cc(C(F)(F)F)nc(-n3cccn3)n2)c1
    -5, 1, 0.9, 9, 1, 1, 2, -6, 2, 1
COc1ccc(/C=N/NC(=O)COc2ccc(Cl)cc2Cl)cc1Cn1nc(C)cc1C
    2, 0.9, 1, 0, 1, 1.1, 0, -24, -2, 0.9
Cc1ccc2[nH]c(=O)c(CN(Cc3cccs3)S(=O)(=O)c3ccc4c(c3)OCCO4)cc2c1
    6, 0.8, 0.8, 16, 1, 1.1, -7, 10, 0, 1
CC(Cc1ccccc1)C(=O)N1CCN(C)CC1 (stereo unspecified)
    -9, 1, 0.8, 22, 1, 1, 0, 14, -2, 1
O=S(=O)(NCC1CCCO1)c1ccc(-c2ccc(Cl)cc2)cc1 (stereo unspecified)
    -8, 0.9, 0.9, 12, 1.1, 1, -5, 9, -6, 0.8
O=C(O)C1C2CCC(C2)C1C(=O)NCc1ccccn1 (stereo unspecified)
    8, 1.1, 0.9, 6, 1, 1, 0, 5, -1, 1
COc1ccc(-c2nc(=S)c3c(n2CCN2CCOCC2)CC(C)(C)OC3)cc1
    -12, 1.1, 0.8, 19, 1.1, 1.1, -1, 0, -9, 1
CC1CCCN(C(=O)COC(=O)c2n[nH]c3ccccc23)C1 (stereo unspecified)
    60*, 0.9, 0.9, 14, 1, 0.6, -5, 2, -1, 0.8
